Rin1-Abl PPI inh = blocks binding of human Rin1 to Abl; 360,000 tested, 0.4% active; TR-FRET Rin1/Abl binding, biochemical; inhibition, % at 7.35 µM; AID 588664; in the data active = inhibition above about 5%, passing the limit was not always enough
Target sequence (P00519 whole entry, looked up): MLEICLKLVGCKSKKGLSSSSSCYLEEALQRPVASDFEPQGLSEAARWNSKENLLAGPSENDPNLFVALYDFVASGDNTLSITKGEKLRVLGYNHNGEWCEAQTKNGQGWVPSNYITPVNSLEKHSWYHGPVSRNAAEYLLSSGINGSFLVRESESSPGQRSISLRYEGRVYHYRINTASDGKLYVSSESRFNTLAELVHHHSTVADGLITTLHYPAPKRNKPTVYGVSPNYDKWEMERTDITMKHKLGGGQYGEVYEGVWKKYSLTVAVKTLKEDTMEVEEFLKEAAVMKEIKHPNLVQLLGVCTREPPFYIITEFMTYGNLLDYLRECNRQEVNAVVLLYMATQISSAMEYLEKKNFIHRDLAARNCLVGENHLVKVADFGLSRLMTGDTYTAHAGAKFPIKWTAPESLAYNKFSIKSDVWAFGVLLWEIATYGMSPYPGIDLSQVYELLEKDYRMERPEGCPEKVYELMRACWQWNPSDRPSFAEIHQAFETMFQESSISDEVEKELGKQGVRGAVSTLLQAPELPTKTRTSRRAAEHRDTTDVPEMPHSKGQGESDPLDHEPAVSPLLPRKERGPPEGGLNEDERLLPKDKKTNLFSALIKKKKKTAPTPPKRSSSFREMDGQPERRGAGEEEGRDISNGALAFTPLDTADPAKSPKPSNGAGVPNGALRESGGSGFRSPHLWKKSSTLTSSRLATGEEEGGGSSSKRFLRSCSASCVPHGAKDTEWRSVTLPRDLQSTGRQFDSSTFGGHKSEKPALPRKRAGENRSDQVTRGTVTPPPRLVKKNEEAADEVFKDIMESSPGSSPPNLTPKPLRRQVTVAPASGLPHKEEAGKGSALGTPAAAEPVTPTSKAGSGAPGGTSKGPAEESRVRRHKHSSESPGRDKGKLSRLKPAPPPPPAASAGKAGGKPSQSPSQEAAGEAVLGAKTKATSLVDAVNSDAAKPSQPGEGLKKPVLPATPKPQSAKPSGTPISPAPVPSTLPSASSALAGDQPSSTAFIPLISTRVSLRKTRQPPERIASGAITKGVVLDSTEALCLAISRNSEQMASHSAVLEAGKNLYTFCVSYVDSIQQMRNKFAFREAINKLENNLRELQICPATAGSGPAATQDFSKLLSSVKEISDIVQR
Target sequence (Q13671 whole entry, looked up): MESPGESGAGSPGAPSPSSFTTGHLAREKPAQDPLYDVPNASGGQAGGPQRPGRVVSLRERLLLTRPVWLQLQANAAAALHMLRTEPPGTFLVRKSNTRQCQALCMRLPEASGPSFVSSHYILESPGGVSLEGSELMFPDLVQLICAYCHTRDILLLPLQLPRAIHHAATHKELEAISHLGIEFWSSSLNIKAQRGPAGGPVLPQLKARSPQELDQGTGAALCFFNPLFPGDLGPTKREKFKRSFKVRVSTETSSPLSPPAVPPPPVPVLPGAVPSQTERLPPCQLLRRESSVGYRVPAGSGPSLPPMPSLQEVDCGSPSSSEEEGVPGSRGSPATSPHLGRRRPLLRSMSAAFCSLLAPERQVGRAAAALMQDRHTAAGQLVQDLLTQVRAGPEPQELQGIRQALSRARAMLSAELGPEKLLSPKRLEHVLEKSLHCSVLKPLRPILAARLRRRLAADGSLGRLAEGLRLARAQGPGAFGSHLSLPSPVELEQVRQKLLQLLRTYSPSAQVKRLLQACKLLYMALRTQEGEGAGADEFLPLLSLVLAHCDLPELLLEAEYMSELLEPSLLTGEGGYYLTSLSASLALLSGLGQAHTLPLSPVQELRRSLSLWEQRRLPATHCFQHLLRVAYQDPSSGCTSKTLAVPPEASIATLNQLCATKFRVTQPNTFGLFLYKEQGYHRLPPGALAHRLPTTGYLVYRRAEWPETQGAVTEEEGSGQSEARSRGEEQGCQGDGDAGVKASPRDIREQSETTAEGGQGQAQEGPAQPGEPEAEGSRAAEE
PABP1 MLLE inh = inhibitors of microRNA-mediated deadenylation, human PABP1 MLLE binding; P11940; GST-MLLE / FITC-PAM2 fluorescence polarization; inhibition, % at 20 µM; 360,000 tested, 0.36% active; AID 588489; in the data active = inhibition above about 35%, passing the limit was not always enough;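 also: plate controls were DMSO wells with GST-MLLE for no effect and wells lacking GST-MLLE protein for full effect; some results filed as inactive read as strong as hits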
Rpn11 block = blocks the human proteasome subunit Rpn11 | O00487 | human 26S proteasome, Ub4-pepOG fluorescence polarization; 20S core pre-blocked with epoxomicin | calls only at 20 µM | 360,000 tested, 0.59% active;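 active = inhibition at 20 µM, scaled to each plate's controls, above about 33%, limit read from the data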
eLon inh = inhibitors of E. coli Lon protease; purified E. coli Lon protease, fluorescence polarization; inhibition, % at 7.94 µM; 360,000 tested, 0.42% active; AID 602123; in the data active = inhibition above about 13%, passing the limit was not always enough;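 also: 0% = enzyme with probe and DMSO and 100% = no enzyme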
CSN deneddyl inh = CSN deneddylation inhibition; Q92905; Purified CSN, SCF-Nedd8-OG deneddylation, fluorescence polarization; inhibition, % at 12.5 µM; 360,000 tested, 0.38% active;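 active = pattern-corrected inhibition above about 35%, with an unprinted fluorescence ratio check between 0.5 and 1.5, limit read from the data, passing the limit was not always enough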;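 also: 0% = enzyme with substrate and 100% = substrate without enzyme; some results filed as inactive read as strong as hits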
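assay system = purified human Csn5 enzyme expressed in HEK293T cells | amount = 0.24 nM enzyme | buffer or medium = Tris/NaCl/DTT buffer, pH 7.5 | reagent = 10 nM SCFSkp2-Nedd8OG | compound = one concentration, 12.5 µM, 0.25% DMSO | times = 90 min reaction at room temperature | signal = FP | read-out basis = % inhibition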
FAS-TE inh = inhibitors of human fatty acid synthase thioesterase domain; 360,000 tested, 0.67% active; P49327; inhibition, % at 15 µM; AID 602261; recombinant FAS-TE, OMFH fluorogenic substrate, fluorescence endpoint;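 active = compounds whose normalised, plate-corrected inhibition of enzyme fluorescence in the single-dose primary screen is 50% or more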;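 also: 0% = DMSO with enzyme and 100% = substrate without enzyme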
MT1-MMP act inh = inhibitors of human MT1-MMP activation | AID 651647 | GFP/RFP ratio change, % at 20 µM | HT1080 RFP-PRO-GFP cells, GFP/RFP ratio fluorescence, overnight; percent of plate control window, DMSO zero | 360,000 tested, 0.061% active;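 active = GFP/RFP ratio change of at least 30% with cell ATP level not reduced by more than half and red fluorescence within 50% of control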; also: strong numbers were not always called active
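Compound: 20 µM single dose, 1% DMSO / System: HT1080 RFP-PRO-GFP cells / Controls: DMSO and RFP-L50D-GFP cell wells / Read-out basis: GFP/RFP fluorescence ratio / Schedule: overnight compound exposure at 37 °C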
MsrA inh = bovine MsrA inhibition; purified bovine MsrA, absorbance read-out; inhibition, % at 15.5 µM; 360,000 tested, 0.75% active; in the data active = inhibition above about 4.5%;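 also: 0% = vehicle wells with enzyme and 100% = reference inhibitor wells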
bovine MsrA act = activates bovine MsrA enzyme | AID 602163 | purified bovine MsrA, absorbance read-out | 360,000 tested, 0.3% active | activation, % at 10.6 µM; in the data active = activation above about 7.5%;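 also: 0% = vehicle and 100% = reference activator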
Active calls of the source: *.

Results for C=CCn1c(=S)[nH]c2ccc(Br)cc2c1=O ?
Rin1-Abl PPI inh: -1.9; PABP1 MLLE inh: -52.9; Rpn11 block: inactive; eLon inh: -6.5; CSN deneddyl inh: 5.1; FAS-TE inh: 2.4; MT1-MMP act inh: -2.3; MsrA inh: 0.6; bovine MsrA act: -1.5

Results for CCN1CCN(S(=O)(=O)c2cc(OCC(=O)NC3CCCCC3)c(C)cc2Cl)CC1 ?
Rin1-Abl PPI inh: -3.0; PABP1 MLLE inh: -6.9; Rpn11 block: inactive; eLon inh: -2.5; CSN deneddyl inh: 4.4; FAS-TE inh: -2.0; MT1-MMP act inh: 2.7; MsrA inh: -0.4; bovine MsrA act: -12.6

Results for COc1ccc(OCCSc2nc(N)cc(N)n2)cc1 ?
Rin1-Abl PPI inh: -1.4; PABP1 MLLE inh: 1.1; Rpn11 block: inactive; eLon inh: -3.2; CSN deneddyl inh: 2.2; FAS-TE inh: -4.4; MT1-MMP act inh: 10.5; MsrA inh: -0.6; bovine MsrA act: -3.5

How did CCCCn1c(N)c(N(CCOC)C(=O)c2ccc(F)c(S(=O)(=O)N3CCOCC3)c2)c(=O)[nH]c1=O do in these assays?
Rin1-Abl PPI inh: -1.3; PABP1 MLLE inh: -6.5; Rpn11 block: inactive; eLon inh: -13.4; CSN deneddyl inh: 0.0; FAS-TE inh: -8.6; MT1-MMP act inh: 2.0; MsrA inh: 1.0; bovine MsrA act: -3.5

Results for O=C(OCn1nnc2ccccc2c1=O)c1ccc(Br)o1 ?
Rin1-Abl PPI inh: 0.1; PABP1 MLLE inh: 8.1; Rpn11 block: inactive; eLon inh: 8.3; CSN deneddyl inh: -1.1; FAS-TE inh: -0.2; MT1-MMP act inh: 9.5; MsrA inh: -1.5; bovine MsrA act: -12.0

Results for Cn1c(=O)c2c(nc(N3CCc4ccccc4C3)n2Cc2ccc(Br)cc2)n(C)c1=O ?
Rin1-Abl PPI inh: -1.1; PABP1 MLLE inh: 11.4; Rpn11 block: inactive; eLon inh: -2.4; CSN deneddyl inh: 1.6; FAS-TE inh: 7.1; MT1-MMP act inh: -4.8; MsrA inh: -0.1; bovine MsrA act: -3.1

How did CCNC(=O)C1CCCN(C(=O)c2cc(OC)c(OC)c(OC)c2)CC1 (centres undefined) do in these assays?
Rin1-Abl PPI inh: 2.5; PABP1 MLLE inh: 10.0; Rpn11 block: inactive; eLon inh: 4.1; CSN deneddyl inh: -1.9; FAS-TE inh: -12.5; MT1-MMP act inh: -0.9; MsrA inh: 1.0; bovine MsrA act: -6.4

How did O=C(O)CCC(=O)N1CCC[C@H]1C(=O)O do in these assays?
Rin1-Abl PPI inh: 1.1; PABP1 MLLE inh: -2.9; Rpn11 block: inactive; eLon inh: 1.5; CSN deneddyl inh: 1.0; FAS-TE inh: -6.1; MT1-MMP act inh: 0.5; MsrA inh: -1.3; bovine MsrA act: -1.9

Results for Cc1c(NC(=O)C(C)OC(=O)CCC2CCCC2)c(=O)n(-c2ccccc2)n1C (centres undefined) ?
Rin1-Abl PPI inh: 3.7; PABP1 MLLE inh: 8.1; Rpn11 block: inactive; eLon inh: -7.4; CSN deneddyl inh: 1.5; FAS-TE inh: -1.4; MT1-MMP act inh: 6.9; MsrA inh: 2.4; bovine MsrA act: -2.6

Results for CCCCn1nc2cc(C(=O)NCc3cc(C(F)(F)F)cc(C(F)(F)F)c3)ccc2c1OCC ?
Rin1-Abl PPI inh: 4.3; PABP1 MLLE inh: -4.5; Rpn11 block: inactive; eLon inh: 3.8; CSN deneddyl inh: -0.8; FAS-TE inh: -1.7; MsrA inh: -0.6; bovine MsrA act: -11.3

How did OC(COc1ccccc1Br)CN1CCNCC1 (centres undefined) do in these assays?
Rin1-Abl PPI inh: -2.5; PABP1 MLLE inh: 3.8; Rpn11 block: inactive; eLon inh: -9.2; CSN deneddyl inh: 1.9; FAS-TE inh: -3.7; MT1-MMP act inh: 1.9; MsrA inh: -1.2; bovine MsrA act: -8.4

What do the screens show for `O=C(Cc1ccccc1Cl)Nc1nc2ccccc2[nH]1`?
Rin1-Abl PPI inh: -3.4; PABP1 MLLE inh: -1.0; Rpn11 block: inactive; eLon inh: -5.5; CSN deneddyl inh: -1.3; FAS-TE inh: -2.1; MT1-MMP act inh: -2.8; MsrA inh: -0.2; bovine MsrA act: -3.0

What do the screens show for `COc1ccc(C(O)c2nc(-c3cncnc3)cs2)cc1` (centres undefined)?
Rin1-Abl PPI inh: -0.9; PABP1 MLLE inh: 2.6; Rpn11 block: inactive; eLon inh: -20.1; CSN deneddyl inh: -2.8; FAS-TE inh: -0.7; MT1-MMP act inh: 16.1; MsrA inh: 0.1; bovine MsrA act: -0.7

Results for CC(=O)c1cc(C#N)c(Oc2cc(C)cc(C)c2)nc1C ?
Rin1-Abl PPI inh: -1.1; PABP1 MLLE inh: 7.8; Rpn11 block: inactive; eLon inh: -3.5; CSN deneddyl inh: -4.8; FAS-TE inh: 20.3; MT1-MMP act inh: 5.6; MsrA inh: 0.4; bovine MsrA act: -1.9

Results for O=C(C[n+]1ccccc1)Nc1ccccc1[N+](=O)[O-] ?
Rin1-Abl PPI inh: -1.1; PABP1 MLLE inh: -7.1; Rpn11 block: inactive; eLon inh: 6.3; CSN deneddyl inh: 2.4; FAS-TE inh: -0.3; MT1-MMP act inh: 0.5; MsrA inh: 1.4; bovine MsrA act: -8.6

Sorted by length of the SMILES (rising): some entries from above.
How did O=C(O)CCC(=O)N1CCC[C@H]1C(=O)O do in these assays?
Rin1-Abl PPI inh: 1.1; PABP1 MLLE inh: -2.9; Rpn11 block: inactive; eLon inh: 1.5; CSN deneddyl inh: 1.0; FAS-TE inh: -6.1; MT1-MMP act inh: 0.5; MsrA inh: -1.3; bovine MsrA act: -1.9

Results for O=C(C[n+]1ccccc1)Nc1ccccc1[N+](=O)[O-] ?
Rin1-Abl PPI inh: -1.1; PABP1 MLLE inh: -7.1; Rpn11 block: inactive; eLon inh: 6.3; CSN deneddyl inh: 2.4; FAS-TE inh: -0.3; MT1-MMP act inh: 0.5; MsrA inh: 1.4; bovine MsrA act: -8.6

How did CCCCn1c(N)c(N(CCOC)C(=O)c2ccc(F)c(S(=O)(=O)N3CCOCC3)c2)c(=O)[nH]c1=O do in these assays?
Rin1-Abl PPI inh: -1.3; PABP1 MLLE inh: -6.5; Rpn11 block: inactive; eLon inh: -13.4; CSN deneddyl inh: 0.0; FAS-TE inh: -8.6; MT1-MMP act inh: 2.0; MsrA inh: 1.0; bovine MsrA act: -3.5

Remaining list, next part:
Results for OCCC1CN(CC#Cc2ccccc2)CCN1Cc1ccccc1F (centres undefined) ?
Rin1-Abl PPI inh: 0.4; PABP1 MLLE inh: -9.4; Rpn11 block: inactive; eLon inh: -9.6; CSN deneddyl inh: 0.8; FAS-TE inh: -2.8; MT1-MMP act inh: 5.2; MsrA inh: -1.0; bovine MsrA act: -12.3

Results for CN1OC[C@@H]2CN[C@H](c3ccc(-c4cc5ccccc5o4)cc3)C[C@@H]21 ?
Rin1-Abl PPI inh: -2.1; PABP1 MLLE inh: 0.0; Rpn11 block: inactive; eLon inh: 3.8; CSN deneddyl inh: 0.1; FAS-TE inh: -8.5; MT1-MMP act inh: 6.0; bovine MsrA act: -3.2

What do the screens show for `O=C(O)c1cc(Cl)c(Cl)cc1C(=O)NCc1ccco1`?
Rin1-Abl PPI inh: 2.6; PABP1 MLLE inh: 9.7; Rpn11 block: inactive; eLon inh: -5.5; CSN deneddyl inh: 5.3; FAS-TE inh: 6.4; MT1-MMP act inh: 2.9; MsrA inh: -0.6; bovine MsrA act: -2.3

How did CC(=O)c1cccc(NC(=O)C(CC(C)C)NC(=O)C2CCCCC2)c1 (centres undefined) do in these assays?
Rin1-Abl PPI inh: -2.2; PABP1 MLLE inh: 10.4; Rpn11 block: inactive; eLon inh: -3.0; CSN deneddyl inh: -1.1; FAS-TE inh: 0.5; MT1-MMP act inh: 0.0; MsrA inh: 0.8; bovine MsrA act: 2.1

Results for CC(C)N1CCN(CCCc2ccccc2)CC1CCO (centres undefined) ?
Rin1-Abl PPI inh: 2.6; PABP1 MLLE inh: -11.9; Rpn11 block: inactive; eLon inh: 2.7; CSN deneddyl inh: -0.9; FAS-TE inh: -3.3; MT1-MMP act inh: -2.5; MsrA inh: 0.1; bovine MsrA act: -3.2

How did O=C(CSc1nnc(-c2ccncc2)o1)N1CCCC1 do in these assays?
Rin1-Abl PPI inh: 1.4; PABP1 MLLE inh: -2.9; Rpn11 block: inactive; eLon inh: 4.9; CSN deneddyl inh: -4.6; FAS-TE inh: -6.9; MT1-MMP act inh: -0.5; MsrA inh: 0.6; bovine MsrA act: -1.7

What do the screens show for `COc1ccc(-c2ccc(C(=O)C3CC3)cc2)cc1`?
Rin1-Abl PPI inh: 2.9; PABP1 MLLE inh: 6.3; Rpn11 block: inactive; eLon inh: -2.8; CSN deneddyl inh: 2.1; FAS-TE inh: 1.5; MT1-MMP act inh: 0.3; MsrA inh: 1.2; bovine MsrA act: -3.6

How did CC(C(=O)N1CCN(C(=O)c2ccco2)CC1)N1C(=O)NC2(CCCCC2C)C1=O (centres undefined) do in these assays?
Rin1-Abl PPI inh: -1.5; PABP1 MLLE inh: 7.1; Rpn11 block: inactive; eLon inh: 1.2; CSN deneddyl inh: 0.1; FAS-TE inh: -9.9; MT1-MMP act inh: 0.1; MsrA inh: -0.3; bovine MsrA act: -2.3

What do the screens show for `CCOC(=O)N1CCN(c2c(N3CCN(c4ccc(F)cc4)CC3)c(=O)c2=O)CC1`?
Rin1-Abl PPI inh: 0.4; PABP1 MLLE inh: -7.9; Rpn11 block: inactive; eLon inh: -0.1; CSN deneddyl inh: -3.6; FAS-TE inh: -1.4; MT1-MMP act inh: 1.5; MsrA inh: 0.1; bovine MsrA act: -2.6

Results for Cc1c(C(=O)N2CCN(Cc3cccs3)CC2)oc2ccccc12 ?
Rin1-Abl PPI inh: -2.1; PABP1 MLLE inh: 8.8; Rpn11 block: inactive; eLon inh: -1.0; CSN deneddyl inh: 1.4; FAS-TE inh: 6.3; MT1-MMP act inh: -3.9; MsrA inh: 1.6; bovine MsrA act: 0.3

What do the screens show for `CCN(C[C@H]1N[C@@](CC)(C(=O)OC)[C@H]2C(=O)N(C)C(=O)[C@@H]12)C(=O)Nc1ccc(OC)cc1`?
Rin1-Abl PPI inh: 2.2; PABP1 MLLE inh: 12.2; Rpn11 block: inactive; eLon inh: -7.0; CSN deneddyl inh: 0.9; FAS-TE inh: -4.6; MT1-MMP act inh: 0.7; MsrA inh: 1.9; bovine MsrA act: -6.0

Results for Cc1nc(SCC(=O)c2cccs2)c2oc3ccccc3c2n1 ?
Rin1-Abl PPI inh: -14.7; PABP1 MLLE inh: -7.0; Rpn11 block: inactive; eLon inh: -10.3; CSN deneddyl inh: 6.7; FAS-TE inh: 17.7; MT1-MMP act inh: -5.9; MsrA inh: 0.6; bovine MsrA act: -1.9

By substructure: those above with a COOH group (two)
How did O=C(O)CCC(=O)N1CCC[C@H]1C(=O)O do in these assays?
Rin1-Abl PPI inh: 1.1; PABP1 MLLE inh: -2.9; Rpn11 block: inactive; eLon inh: 1.5; CSN deneddyl inh: 1.0; FAS-TE inh: -6.1; MT1-MMP act inh: 0.5; MsrA inh: -1.3; bovine MsrA act: -1.9

What do the screens show for `O=C(O)c1cc(Cl)c(Cl)cc1C(=O)NCc1ccco1`?
Rin1-Abl PPI inh: 2.6; PABP1 MLLE inh: 9.7; Rpn11 block: inactive; eLon inh: -5.5; CSN deneddyl inh: 5.3; FAS-TE inh: 6.4; MT1-MMP act inh: 2.9; MsrA inh: -0.6; bovine MsrA act: -2.3

Screening data: PubChem, several laboratories
